# Screens deposited in PubChem by several laboratories.
# M17LAP inhibition = P. falciparum M17LAP inhibitors, primary screen, biochemical, fluorogenic H-Leu-NHMec substrate, 1536-well (AID 1619) | recombinant M17LAP, H-Leu-NHMec fluorogenic kinetic assay; higher % means a stronger effect | one-dose inhibition, % at 30 µM; IC50 in µM for titrated hits | 220,000 tested, 0.38% active;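 active means compound inhibiting the enzyme by more than half at any dose during confirmatory dose-response retesting; inconclusive means strong single-dose inhibitors picked by rank but not retested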;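 further: plate controls were full reaction with DMSO carrier for no effect and no enzyme background for full effect; strong numbers were not always called active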
# TNAP activation fold = human TNAP enzyme activators, primary screen, biochemical, luminescent, no phosphate acceptor, uHTS (AID 1001); purified TNAP, luminescent activation assay, no phosphate acceptor; higher activation fold means a stronger effect; activation fold at 20 µM; hits with a dose series show EC50 in µM; 200,000 tested, 0.03% active; in the data active means activation fold from about 3, or a potency from the dose series; inactive means the rest, 99 in 100 with activation fold below about 1.6; further: many of its hits are not listed in these tables
# P. falciparum M1AAP = malaria alanyl aminopeptidase activity blockers – biochemical, fluorogenic H-Leu-NHMec substrate, 1536-well (AID 1445) | recombinant M1AAP, H-Leu-NHMec fluorogenic kinetic assay; higher % means a stronger effect | one-dose inhibition, % at 30 µM; IC50 in µM for titrated hits | 220,000 tested, 0.42% active;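 active means primary inhibition above the hit cutoff, then over 50% inhibition at one or more dose response concentrations, cut at about 23% in these data, passing the limit was not always enough; inconclusive means conflicting primary data, or primary hits not chosen for dose response; inactive means low primary inhibition, or under 50% at every dose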;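 further: plate controls were DMSO full reaction for no effect and no enzyme background for full effect; strong numbers were not always called active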
# West Nile virus CPE = West Nile virus antiviral activity, cell-based, CPE readout (AID 1621); West Nile virus-infected cells, CPE inhibition; higher % means a stronger effect; CPE inhibition, % at 10 µM; hits with a dose series show IC50 in µM; 290,000 tested, 0.02% active; in the data active means a potency from the dose series; inconclusive means CPE inhibition mostly from about 3.7% at the one dose, without a potency; inactive means the rest, 99 in 100 with CPE inhibition below about 2.2%; further: strong numbers were not always called active
# T cell HTS = T cell immune modulation candidate; 330,000 tested, 0.068% active; calls only at 7 µM; 2C CD8+ T cell-vesicle binding, flow cytometry; hits give low values; AID 2052;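 active means response, share of CD8 T cells binding vesicles, and their 90th percentile fluorescence all below set limits, cut at about 80% in these data, passing the limit was not always enough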
#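 Read-out – percent CD8+ FL2 mean versus row control · System – murine 2C transgenic CD8+ T lymphocytes · Times – 1.5 h cell–vesicle binding at 37 °C, then 20 min icy labelling · Control set – naked vesicles low, QL9 vesicles with vehicle high · Detection – cytometric PE anti-B7-1 and Alexa647 anti-CD8 signals after 1% paraformaldehyde fixation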
# PMI inhibition = human PMI inhibitors, high substrate, primary screen, biochemical, fluorescence intensity, high mannose 6-phosphate (AID 1220) | 190,000 tested, 0.66% active | one-dose inhibition, % at 20 µM; IC50 in µM for titrated hits | recombinant PMI enzyme, coupled fluorescence intensity; higher % means a stronger effect
# K1F lysis inhibition = inhibition of K1F phage lysis, E. coli UTI89, bacterial capsule biogenesis inhibitors, alamar blue (AID 488966); inhibition, % at 100 µM, or IC50 in µM where a hit was titrated; E. coli UTI89 K1F phage lysis, alamar blue, 2 h; higher % means a stronger effect; 340,000 tested, 0.02% active;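 active means phage lysis inhibition, versus mean bacterial control, above a set limit; inconclusive means no clear call, values can overlap the other calls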;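 further: capsule biogenesis inhibitors block K1F phage lysis so surviving cells raise fluorescence; higher fluorescence means more inhibition of phage lysis; actives were called in the ten point dose series up to 300 µM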
# RSV CPE inhibition = inhibition of RSV-induced cytopathic effect – HEp-2 cells, primary 10 µM value included (AID 2391) | HEp-2 cells, RSV-induced CPE inhibition; higher % means a stronger effect | CPE inhibition, % at 10 µM; hits with a dose series show IC50 in µM | 310,000 tested, 0.13% active; in the data active means a potency from the dose series; inconclusive means CPE inhibition mostly from about 23% at the one dose, without a potency; inactive means the rest, 99 in 100 with CPE inhibition below about 21%; further: strong numbers were not always called active
# human PMI inhibition = inhibitors of human PMI, primary screen, biochemical, fluorescence intensity, coupled assay (AID 1209) | inhibition, % at 20 µM; hits with a dose series show IC50 in µM | 190,000 tested, 0.42% active | purified PMI enzyme, coupled fluorescence intensity; higher % means a stronger effect;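 further: plate controls were DMSO vehicle for no effect and wells lacking substrate for full effect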
# T cell HTS vesicle-bound % = also measured in T cell HTS; calls as there; double positive events, %; measured here: CD8+ vesicle-bound cell fraction;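 binding gate set so that unloaded-vesicle control wells show 10% double positive cells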
# An asterisk follows results filed as active; i = inactive; ? = inconclusive; · = not tested or not shown; [ ] = another dose, or the depositor's remark. Unless noted, no stated cut-off is given here; in the data, active means inhibition above about 50%; inactive means the rest.
no.	compound	M17LAP inhibition	TNAP activation fold	P. falciparum M1AAP	West Nile virus CPE	T cell HTS	T cell HTS vesicle-bound %	PMI inhibition	K1F lysis inhibition	RSV CPE inhibition	human PMI inhibition
1	CNS(=O)(=O)c1ccc(Cl)nc1	-14%	1.1	7%	1.0%	i	45	-10%	5.4%	0.6%	-13%
2	CC(C)(C)C(=O)NCCN1CCN(C(=O)C(C)(C)C)CC1	9%	1.1	-5%	1.6%	i	10	6%	2.5%	0.9%	2%
3	CC(C)n1c(NCc2cc(Cl)ccc2O)nc2ccccc21	0%	1	6%	-0.6%	i	29	8%	-0.1%	4.0%	4%
4	C/C(=N/NC(=O)CNC(=O)CCc1ccccc1)c1ccc(Cl)c(Cl)c1	3%	·	-4%	-0.6%	i	36	·	-0.2%	·	·
5	O=c1c(C(c2ccccc2)c2c(O)nc3n(c2=O)CCS3)c(O)nc2n1CCS2	30%	1	11%	-0.2%	i	32	-6%	1.4%	1.3%	-3%
6	Cc1ccc(-n2c(SCC(=O)N3CCOCC3)nnc2-c2ccncc2)cc1	-2%	1.1	3%	-0.4%	i	46	4%	0.2%[50 µM]	-0.3%	4%
7	Cc1cc(OCC(=O)Nc2ccc3c(c2)OCCO3)ccc1Cl	13%	1	8%	-0.1%	i	15	-6%	0.7%	2.2%	-23%
8	N#C/C(=C/c1ccc2c(c1)OCO2)C(=O)NCCc1c[nH]c2ccccc12	20%	0.9	11%	1.8%	i	7	8%	-0.2%	0.5%	6%
9	O=C(O)CCCCCNc1nc(=S)[nH]c2ccccc12	23%	1.1	-5%	-0.5%	i	47	-5%	0.5%	-0.1%	-1%
10	COc1ccc(-c2nnc(-c3cc4ccccc4oc3=O)o2)cc1	11%	1.1	7%	0.0%	i	15	-6%	4.6%	2.9%	-5%
11	O=C(O)c1ccccc1C(=O)c1ccc(-c2ccccc2)cc1	·	·	·	-0.8%	i	14	·	-0.1%	0.0%	·
12	Cc1cc2c(=O)n(CC(=O)N3CCN(c4ccccc4)CC3)cnc2s1	-3%	1.1	10%	0.3%	i	45	-1%	0.0%	2.5%	3%
13	Oc1ccc(Br)cc1/C=N/Nc1ncc(-c2ccccc2)cn1	8%	1.2	5%	0.0%	i	26	-12%	0.2%	7.8%	-7%
14	Cc1[nH]nc(Nc2ccc(O)cc2)c1[N+](=O)[O-]	19%	0.9	12%	1.3%	i	27	·	-1.4%	-1.4%	·
15	NNC(=S)Nc1cc(S(=O)(=O)N2CCOCC2)ccc1N1CCOCC1	-1%	1.1	-1%	0.3%	i	50	4%	0.6%	-0.5%	5%
16	COc1ccc(OC)c(NC(=O)CC2Oc3ccccc3NC2=O)c1 (stereo not drawn)	·	·	·	0.1%	i	47	·	-0.1%	0.5%	·
17	O=C(c1cccc([N+](=O)[O-])c1)N1CCN(S(=O)(=O)N2CCCCC2)CC1	·	·	·	0.1%	i	14	·	0.2%	1.8%	·
18	CCOC(=O)N1CCC(N2CC34C=CC(O3)C(C(=O)Nc3ccc(C)cc3)C4C2=O)CC1 (stereo not drawn)	2%	1.1	1%	0.2%	i	27	-6%	-2.1%	0.7%	-1%
19	O=C(Nc1nnc(SCC(=O)N2CCCCC2)s1)c1ccc(F)cc1F	·	·	·	-0.3%	i	47	·	-0.6%	3.5%	·
20	CCN(CC)S(=O)(=O)c1cc(OC)ccc1N=Nc1ccc(O)c2ncccc12	·	·	·	-0.8%	i	32	·	1.1%[50 µM]	3.2%	·
21	Cc1ccc(S(=O)(=O)N2CCC(=O)N(C(COCc3cccc(C(F)(F)F)c3)C(C)C)CC2)cc1 (stereo not drawn)	0%	1	16%	0.8%	·	·	7%	1.8%	6.0%	9%
22	O=C(C(NS(=O)(=O)c1cccs1)c1ccccc1)N1CCN(c2ccccc2)CC1 (stereo not drawn)	0%	1.1	9%	0.7%	i	42	-76%	1.7%	0.2%	-40%
23	C=CCSC(=C(C#N)C#N)c1cc2c([nH]1)CCCC2	17%	0.9	6%	-0.5%	i	55	5%	0.2%	-4.4%	8%
24	Cc1ccc(C(=O)Oc2ccc(Br)cc2C(=S)N2CCOCC2)cc1	·	·	·	0.4%	i	19	·	0.7%	0.5%	·
25	CCOc1cc(CNC(C)C)c(Cl)cc1OCC(=O)NCCc1ccccc1	14%	1.1	-5%	-0.2%	i	45	6%	-0.3%	-3.1%	5%

# The results go on.
no.	compound	M17LAP inhibition	TNAP activation fold	P. falciparum M1AAP	West Nile virus CPE	T cell HTS	T cell HTS vesicle-bound %	PMI inhibition	K1F lysis inhibition	RSV CPE inhibition	human PMI inhibition
26	CCOC(=O)CC1(C)OCC(C[N+]2(C)CCCCC2)O1 (stereo not drawn)	7%	1.1	23%	1.4%	i	25	-8%	-0.7%	0.4%	19%
27	COC(=O)[C@@]1(Cc2ccc(OC)cc2)[C@H]2c3cc(C(=O)N4CCCC4)n(CCO)c3C[C@H]2CN1C(=O)c1ccccc1	-12%	1.1	10%	-0.4%	i	52	10%	·	-0.7%	5%
28	CCc1ccc(/C=C2\SC(=S)N(CCCC(=O)Nc3ccccc3C(=O)O)C2=O)cc1	·	·	·	0.0%	i	2	·	-0.9%	?	·
29	COC(=O)C1C(=O)C2=C(CC1C)NC(C)=C(C(=O)OCCOc1ccccc1)C2c1ccc(C)o1 (stereo not drawn)	-2%	1	13%	-0.6%	i	9	20%	0.3%	2.7%	3%
30	COc1ccc(C(=O)NCC(=O)N=Nc2c(O)n(C)c3ccccc23)cc1OC	4%	·	4%	-0.1%	i	28	·	0.0%	1.3%	·
31	COC(=O)C1=C(CN2CCSCC2)NC(=O)NC1c1cc(C)ccc1C (stereo not drawn)	-7%	1.1	-1%	-0.4%	i	52	4%	2.0%[50 µM]	0.8%	0%
32	C=CCn1c(=O)c(CCC(=O)Nc2ccc(N3CCOCC3)cc2)nc2cc(C(F)(F)F)ccc21	·	·	·	0.2%	i	48	·	0.3%	1.8%	·
33	CCOC(=O)Nc1nnc(-c2ccc(OC)c(OC)c2)s1	-8%	1.1	7%	0.2%	i	30	6%	0.5%	3.7%	2%
34	Cc1cc(C(F)(F)F)c2c(=O)[nH]c(=O)n(Cc3ccccc3)c2n1	5%	1	-3%	1.0%	i	52	7%	0.3%	-1.8%	3%
35	CC(C)(C)c1ccc(C(=O)NC(=S)Nn2cnnc2)cc1	2%	1	1%	-0.1%	i	9	-1%	0.4%	1.2%	0%
36	O=C(O)C(Cc1ccccc1)n1cccc1 (stereo not drawn)	27%	1	-1%	0.4%	i	27	1%	0.2%	2.8%	-3%
37	Cc1cc2ccccc2n1CCNC(=O)C1CC1	·	·	·	-0.7%	i	37	·	2.9%	-0.1%	·
38	O=S(=O)(NCc1ccccc1Cl)c1cnc[nH]1	8%	0.9	3%	-0.3%	i	40	13%	-0.8%	1.0%	17%
39	Cc1ccc(S(=O)(=O)Nc2ccc3[nH]c(=O)[nH]c3c2)c(C)c1	7%	1	6%	1.2%	i	49	17%	-0.9%	-2.3%	11%
40	CN(/N=C/c1ccc(O)cc1O)c1ncc(C(F)(F)F)cc1Cl	-5%	·	8%	-0.2%	i	36	·	-3.7%	2.7%	·
41	Cc1[nH]c(C)c(S(=O)(=O)N2CCN(c3cccc(Cl)c3)CC2)c1C(=O)N1CCCC1	·	·	·	-1.7%	i	2	·	0.1%	0.2%	·
42	CCn1c(SCC(=O)N2CCN(c3ccccc3)CC2)nnc1-c1ccncc1	17%	1.1	-5%	-0.1%	·	·	-163%	·	·	-71%
43	Cc1ccc(C(=O)Nc2nccc(C)n2)cc1	·	·	·	-0.1%	i	54	·	-1.3%	0.5%	·
44	O=C(c1ccccc1NS(=O)(=O)c1cccc([N+](=O)[O-])c1)N1CCOCC1	11%	1.1	5%	0.5%	i	23	-3%	-0.7%	1.3%	0%
45	O=[N+]([O-])c1ccc(C(O)CSC(=S)N2CCCCC2)cc1 (stereo not drawn)	·	·	·	-1.0%	i	42	·	-0.2%	20%	·
46	COc1ccccc1/C=C/C=N/N1CCN(Cc2ccc(Cl)cc2)CC1	43%	1.1	2%	-0.3%	i	12	17%	7.3%	2.2%	14%
47	COc1ccc(N(C(=O)c2snc(C(N)=O)c2N)C(C(=O)NC2CCCCC2)c2ccc(C)o2)c(OC)c1 (stereo not drawn)	·	·	·	-0.2%	i	41	·	-0.1%	2.5%	·
48	CC(=O)c1cn(CCCCCCCn2cc(C(C)=O)c(=O)[nH]c2=O)c(=O)[nH]c1=O	-3%	1.1	1%	-0.2%	i	29	16%	0.4%	2.3%	2%
49	CCOC(=O)c1ccc(S(=O)(=O)N2CCC(N3CCCCC3)CC2)cc1	·	·	·	-1.4%	i	44	·	3.1%	0.0%	·
50	COc1ccc(Cc2nc3ccc(C(=O)NCC(C)(C)OC)cc3o2)cc1	·	·	·	0.0%	i	57	·	0.2%	-0.2%	·

# Next compounds follow.
no.	compound	M17LAP inhibition	TNAP activation fold	P. falciparum M1AAP	West Nile virus CPE	T cell HTS	T cell HTS vesicle-bound %	PMI inhibition	K1F lysis inhibition	RSV CPE inhibition	human PMI inhibition
51	CCOC(=O)N1CCC(Nc2ccc(N3C(=O)C4CCCCC4C3=O)cc2[N+](=O)[O-])CC1 (stereo not drawn)	1%	0.9	14%	-1.1%	i	55	-5%	0.3%	0.2%	0%
52	COc1nc(N(C)C)nc(N(C#N)S(=O)(=O)c2ccc(C)cc2)n1	·	·	·	0.3%	i	63	·	0.9%	0.7%	·
53	COc1ccc(-c2cc(C(=O)n3cnc4ccccc43)c3ccccc3n2)cc1	-92%	1	9%	1.1%	i	38	9%	0.2%	2.4%	8%
54	Cc1cnc(C(=O)OCC(=O)Nc2cccc(S(=O)(=O)N3CCCCC3)c2)cn1	5%	0.9	2%	0.3%	i	46	-10%	1.8%	2.4%	-4%
55	COC(=O)c1ccc(Cl)c(NC(=O)CN2CCN(Cc3ccccc3)CC2)c1	3%	1.1	-2%	-0.2%	i	24	-2%	0.7%	1.1%	3%
56	COc1ccccc1NS(=O)(=O)c1cccc(C(=O)N/N=C/c2ccc(N3CCOCC3)cc2)c1	3%	1.1	14%	0.0%	i	48	6%	0.3%[50 µM]	1.9%	0%
57	Cc1c(NC(=S)NC(=O)C2CCCCC2)c(=O)n(-c2ccccc2)n1C	19%	1.1	8%	0.1%	i	8	1%	0.1%	0.7%	12%
58	Cc1cc(C)c2sc(NC(=O)c3ccc([N+](=O)[O-])o3)nc2c1	·	·	·	0.4%	i	27	·	?	8.4%	·
